Assay outcomes from PubChem BioAssay.
PERK inhibitor = inhibitors of human PERK kinase; CHO PERK-DD fusion, SEAP luminescence translation reporter; 220,000 tested, 0.17% active; inhibition, % at 5.6 µM;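 active = inhibition above the mean inhibition of all tested compounds plus 3 SD, set separately per screening campaign, cut at about 2.9% in these data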;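 also: PERK kinase domain activated by AP20187 dimerizer at 100 nM; 0% = DMSO with dimerizer and 100% = rapamycin at 8.4 µM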
TRPN1 ag = zebrafish TRPN1 (NompC) channel agonism; AID 1424; activation, % at 3 µM; HEK293 zebrafish TRPN1-YFP, Fluo-8 calcium fluorescence; 100% = response to 87 µM carbachol; 220,000 tested, 0.18% active;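 active = activation above its plate's cutoff, the mean activation of test wells on that plate plus 3 SD, cut at about 19% in these data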;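 also: 0% = DMSO alone and 100% = 87 µM carbachol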
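Material – zebrafish TRPN1-YFP in HEK293 cells · Doses – 3 µM single point · Schedule – dye 1 h 37 °C plus 30 min RT · Signal – Fluo-8 calcium fluorescence, excitation 470-495 nm, emission 515-575 nm · Read-out – % activation versus carbachol response · Control set – carbachol high, DMSO low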
Calpain2 inh = blocks pig calpain II enzyme activity. inhibition, % at 16 µM. purified calpain II, fluorogenic peptide substrate, 30 min. 220,000 tested, 0.37% active. AID 1236;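 active = inhibition above about 50%, limit read from the data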
EP2 mod = modulators of human EP2 prostaglandin E2 receptor; P43116; EP2-expressing cells, cAMP HTRF FRET, PGE2 co-stimulation; induction, % at 25 µM; 260,000 tested, 0.83% active;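 active = compounds whose cAMP rise, as percent of the full-agonist control response, exceeds 60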;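 also: rat C6 glioma line stably carrying human EP2 under a CMV promoter; the protocol text gives 20 µM as final concentration; 100% = response of wells given 1 µM PGE2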
Target sequence (P43116 whole entry, looked up): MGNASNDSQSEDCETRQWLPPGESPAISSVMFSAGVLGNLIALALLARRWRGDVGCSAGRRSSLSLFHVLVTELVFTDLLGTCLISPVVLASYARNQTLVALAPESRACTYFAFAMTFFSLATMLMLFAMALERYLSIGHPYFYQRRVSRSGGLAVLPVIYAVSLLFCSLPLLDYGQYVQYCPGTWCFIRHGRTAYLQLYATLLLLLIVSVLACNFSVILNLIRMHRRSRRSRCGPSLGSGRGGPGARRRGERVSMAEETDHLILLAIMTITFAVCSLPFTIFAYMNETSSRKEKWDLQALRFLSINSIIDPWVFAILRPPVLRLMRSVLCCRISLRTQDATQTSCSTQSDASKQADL
BaF3 tox = parental Ba/F3 viability inhibition as JAK2V617F counter-screen | CellTiter-Glo ATP luminescence | inhibition, % at 5.6 µM | 220,000 tested, 1.1% active;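 active = inhibition above a per-campaign cutoff, the mean inhibition of all tested compounds plus 3 SD, cut at about 27% in these data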;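 also: 0% = DMSO wells and 100% = JAK Inhibitor I control wells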
S1P4 antagonist = blocks the human S1P4 receptor | S1P4-expressing cells, antagonist mode, reporter read-out | inhibition, % at 4.98 µM | 220,000 tested, 0.26% active; in the data active = inhibition above about 29%;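 also: 0% = wells stimulated with agonist and 100% = vehicle wells without agonist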
Target sequence (O95977 whole entry, looked up): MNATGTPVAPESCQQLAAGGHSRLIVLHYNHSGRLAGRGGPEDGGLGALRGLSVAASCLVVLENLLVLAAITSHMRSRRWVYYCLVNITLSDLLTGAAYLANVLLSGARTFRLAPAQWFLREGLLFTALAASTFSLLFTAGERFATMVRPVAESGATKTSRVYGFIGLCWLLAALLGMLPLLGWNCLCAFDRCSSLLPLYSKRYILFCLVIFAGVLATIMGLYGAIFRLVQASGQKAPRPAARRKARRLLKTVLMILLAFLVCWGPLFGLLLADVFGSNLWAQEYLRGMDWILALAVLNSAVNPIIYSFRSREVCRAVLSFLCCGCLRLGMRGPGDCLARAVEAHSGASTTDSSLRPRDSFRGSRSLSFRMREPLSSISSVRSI
Ba/F3 V617F tox = reduce viability of Ba/F3 cells dependent on JAK2V617F; Ba/F3 EpoR-JAK2V617F viability, ATP luminescence; 220,000 tested, 1.1% active; AID 1446; inhibition, % at 5.6 µM;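 active = inhibition above the campaign mean plus 3 SD over all tested compounds, cut at about 24% in these data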;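 also: cytokine-independent growth of Ba/F3 cells driven by EpoR plus mutant JAK2; 0% = DMSO-treated cells and 100% = JAK inhibitor I control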
S1P4 agonist = agonists of human S1P4 receptor; activation, % at 4.98 µM; 220,000 tested, 0.35% active; S1P4-expressing cell line, agonist reporter assay; O95977; in the data active = activation above about 11%;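 also: 0% = DMSO vehicle and 100% = reference agonist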
TRPML3 agonist = agonists of human TRPML3 channel | HEK293 TRPML3-YFP, Fluo-8 calcium fluorescence; 100% = the carbachol control signal | activation, % at 3 µM | 220,000 tested, 0.29% active;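 active = activation above its plate's cutoff, the mean activation of the plate's test wells plus 3 SD, cut at about 12% in these data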;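 also: 0% = DMSO only wells and 100% = carbachol wells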
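system = HEK293 cells stably carrying human TRPML3-YFP | doses = one concentration, 3 µM nominal, 0.3% DMSO | timing = dye loading 1 h 37 °C then 30 min ambient, 125 s read | detection = Fluo-8 calcium dye fluorescence, ex 470-495, em 515-575 nm | benchmarks = high control carbachol 87 µM, low control DMSO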
Active calls of the source: *; i = inactive; & = joins results of further samples.

SMILES | PERK inhibitor | TRPN1 ag | Calpain2 inh | EP2 mod | BaF3 tox | S1P4 antagonist | Ba/F3 V617F tox | S1P4 agonist | TRPML3 agonist
O=C(COC(=O)c1cc(S(=O)(=O)N2CCOCC2)ccc1F)c1ccc[nH]1 | -0.2 | 0.2 | -15 | -34 | 5 | 11 | -1 | 0.5 | 0.9
Cc1cccc(NC(=O)c2cc(NC(=O)c3ccco3)ccc2N2CCCCC2)c1 | -0.5 | -0.4 | i | -11 | 1 | -5 | -4 | -1.3 | -0.1
COc1ccccc1N1CCN(Cc2nc3ccsc3c(=O)[nH]2)CC1 | 0.7 | 1.1 | 15 | 8 | 6 | -10 | -1 | -0.9 | 0.4
Cc1[nH]c2ccccc2c1Cc1nnc(SCC(=O)NCc2ccco2)o1 | 1.0 | 1.1 | -14 | -23 | 7 | -2 | -2 | 1.7 | -0.2
Cc1ccc(NC2=NC3(CCCC3)N=C(N)N2)c(C)c1 | 0.1 | 0.8 | 13 | 9 | 10 | -15 | 4 | 1.1 | 1.3
O=C(Cn1nnc2c(cnn2-c2ccc(F)cc2)c1=O)Nc1ccccc1C(F)(F)F | 0.4 | -1.6 | -42 | 35 | 6 | -5 | 0 | -0.7 | 1.0
O=C(NCc1csc(-c2ccccc2)n1)c1ccco1 | -1.0 | -0.5 | 13 | 3 | 2 | -13 | -2 | 0.1 | -0.4
CCN(Cc1ccccc1)Cc1c(F)cccc1F | 0.9 | -0.1 | 28 | 47 | 7 | 1 | -1 | -1.2 | 0.8
CCOC(=O)Cn1nc(C)c(NC(=O)COc2ccccc2)c1C | 0.9 | 1.2 | -9 | -18 | 4 | -8 | 0 | 0.7 | 1.2
CCn1c(NCc2cc(OC)ccc2OC)nc2ccccc21 | -2.4 | -0.6 | 23 | 8&-31 | 5 | 19 | 3 | -2.0 | -1.1
COc1ccc(/C=C2/N=C(SC)NC2=O)cc1OC | 0.2 | -0.8 | 5 | -30 | 0 | 1 | 1 | 0.0 | 0.7
O=c1c2ccccc2nc(COc2ccccc2)n1/N=C/c1cn[nH]c1-c1ccccc1 | 0.4 | 1.6 | 8 | 56 | 4 | -11 | -1 | 0.8 | 0.6
Cc1cc(N2C(=O)C(O)=C(C(=O)c3cccs3)C2c2ccccc2)no1 (configuration not stated) | 0.8 | -1.0 | 17 | 31 | 3 | -16 | 4 | 1.7 | -0.9
Fc1ccc(N/N=C/c2cccnc2)c(F)c1 | 0.5 | 0.3 | 13 | -59 | 1 | 0 | -6 | 0.5 | 0.6
Cc1ccnc(NS(=O)(=O)c2ccc(NC(=O)C3CC=CCC3C(=O)O)cc2)n1 (configuration not stated) | 0.9 | 1.6 | 4 | 31 | 4 | 0 | 0 | -0.7 | 0.6
CC(C)N1CCNCC1 | 0.0 | 2.7 | -4 | -11&-3 | 3 | -6 | 2 | -1.7 | 0.0
CN1C=CC2=C(C#N)C(N)C(C#N)(C#N)[C@H](c3ccccc3)[C@H]2C1 (some centres not stated) | 0.5 | -0.4 | -120 | 14 | 2 | -14 | -3 | -1.9 | 1.2
Cc1ccc(S(=O)(=O)/N=C(\Sc2ccccc2)c2ccccc2)cc1 | 1.2 | 0.3 | -8 | 52 | 6 | -3 | -1 | -1.7 | 1.0
CCOC(=O)N1CCN(S(=O)(=O)c2cc([N+](=O)[O-])ccc2C)CC1 | 1.2 | 0.4 | -5 | 0 | -2 | -4 | -1 | 1.1 | 0.1
Cc1cc(NC(CC(C)C)C(=O)O)nc(Cc2ccccc2)n1 (configuration not stated) | 0.5 | 0.3 | 5 | 10 | 0 | 15 | -2 | -1.5 | 0.8
N#CCCN(C(=O)c1ccco1)c1ccccc1 | -0.5 | 0.8 | -11 | 15 | 8 | -1 | 0 | 0.9 | 0.8
COc1ccc(NC(=O)[C@@H](NC(=O)c2ccccc2)C(C)C)cc1S(=O)(=O)N1CCCCC1 | -0.8 | 0.1 | 28 | 22 | 6 | -16 | 1 | -0.3 | -0.1
CC(C)S(=O)(=O)c1csc(C(=O)NN)c1-n1cccc1 | -0.5 | 1.6 | 5 | -21 | 0 | 3 | 2 | 0.7 | -0.8
O=S(=O)(c1cccc(S(=O)(=O)N2CCN(c3ncccn3)CC2)c1)N1CCOCC1 | 0.2 | 0.2 | -7 | 11 | 4 | -24 | 3 | -0.4 | 0.0
CCCCCCCCS(=O)C1CCS(=O)(=O)C1 (configuration not stated) | 0.6 | -1.2 | -18 | -17 | 5 | -1 | -1 | -1.3 | -0.4
O=C(NCC(O)c1ccccc1)c1ccccc1 (configuration not stated) | 1.5 | 1.7 | -5 | 14 | 0 | 7 | -7 | -1.4 | 0.2
O=C(Nc1nc2ccccc2s1)c1cccc(S(=O)(=O)N2CCc3ccccc32)c1 | -1.2 | 1.3 | -37 | -16 | 1 | -5 | 6 | -1.4 | 0.2
Cn1c(Cc2ccccc2)nnc1SCC(=O)c1cccs1 | -0.3 | 0.8 | -17 | 13 | 1 | -15 | -3 | 0.5 | 0.2
Cc1ccc2oc(=O)c3cnn(CC(=O)N(CCCN4CCOCC4)Cc4ccco4)c3c2c1 | 0.3 | 0.0 | -11 | 2 | 9 | 5 | 2 | 0.1 | -0.2
COc1ccc(CNS(=O)(=O)c2ccc(C3CNC(=O)C3)cc2)cc1 (configuration not stated) | 0.0 | 0.6 | -24 | 1 | 5 | -7 | -2 | -1.6 | 0.9
CCN1CCN(C(c2ccc(OC)c(OC)c2)c2nnnn2C(C)(C)C)CC1 (configuration not stated) | 0.1 | 0.7 | 7 | 9 | 4 | -14 | 1 | 0.6 | 1.6
CCOc1ccc2[nH]c(=O)c(CN(CCc3ccccc3)C(=O)N3CCCC3)cc2c1 | 0.6 | 0.8 | -65 | 8 | 9 | -29 | 0 | 1.6 | 0.3
O=C(c1ccc(Cl)c([N+](=O)[O-])c1)N1CCN(Cc2ccc3c(c2)OCO3)CC1 | 0.7 | 0.8 | 6 | 12 | 8 | 1 | -1 | -1.0 | 1.4
O=[N+]([O-])c1cc2c(cc1/C=N/n1cnnc1)OCO2 | 1.0 | 0.5 | 10 | 15 | 3 | -10 | -2 | -0.9 | 0.5
O=C(CN1C(=O)COc2ccc(S(=O)(=O)N3CCCC3)cc21)NC1CC1 | 0.9 | -0.3 | 2 | -10 | 4 | -12 | 1 | 0.7 | -0.3
O=S(=O)(Nc1ccc(N2CCOCC2)cc1)c1cccs1 | 0.2 | -1.4 | -16 | 1 | 8 | -15 | 1 | 0.7 | 1.0

Brought forward from above: two compounds, followed by the next part.
SMILES | PERK inhibitor | TRPN1 ag | Calpain2 inh | EP2 mod | BaF3 tox | S1P4 antagonist | Ba/F3 V617F tox | S1P4 agonist | TRPML3 agonist
O=C(CN1C(=O)COc2ccc(S(=O)(=O)N3CCCC3)cc21)NC1CC1 | 0.9 | -0.3 | 2 | -10 | 4 | -12 | 1 | 0.7 | -0.3
O=S(=O)(Nc1ccc(N2CCOCC2)cc1)c1cccs1 | 0.2 | -1.4 | -16 | 1 | 8 | -15 | 1 | 0.7 | 1.0
O=C(c1cccn2c(=O)c3cc(Br)ccc3nc12)N1CCN(c2ccccn2)CC1 | -0.9 | 0.2 | -117 | -29 | 3 | 10 | -3 | 0.7 | -0.6
CN(C)/C=C/C(=O)c1ccc(Cl)s1 | 1.8 | -0.5 | 19 | 7 | 4 | -10 | 2 | -1.9 | 0.7
CCOC(=O)c1cnn(-c2nc(-c3ccc(C)cc3)cs2)c1C(F)(F)F | 0.8 | 1.3 | -16 | 18 | 0 | -19 | -2 | 0.5 | 0.5
COc1cc2c(cc1OC)C(SC)=NC1(CCCC1)C2 | 0.5 | 1.5 | -112 | 49 | 7 | -21 | 2 | -0.6 | 0.5
O=S(=O)(Nc1ccccn1)c1ccc(Oc2ccccc2)cc1 | 1.0 | 2.3 | -6 | 2 | 2 | 12 | -2 | 1.7 | 1.1
COc1ccc(C(=O)N2CCn3c(C)ccc3C2C)cc1 (configuration not stated) | 0.1 | 0.5 | -68 | -23 | 7 | -10 | 1 | 2.1 | 0.4
CN1CCN(C(=O)CCCOc2ccc(Cl)cc2Cl)CC1 | 0.3 | 0.6 | -20 | -8 | 3 | 3 | 2 | -0.7 | -0.1
Cc1ccc(CNC(=O)/C=C/c2ccc(Br)o2)cc1 | -0.1 | -1.2 | 13 | -11 | 5 | 4 | -2 | -1.1 | -0.7
O=C(Nc1ccc2nn(-c3ccccc3)nc2c1)c1cccs1 | 0.5 | 1.1 | -140 | -13 | 3 | -12 | 0 | 0.5 | 0.8
CCC1CCCCN1C(=O)c1cc2cc(Br)ccc2oc1=O (configuration not stated) | 0.2 | 0.0 | 44 | -6 | 4 | -21 | -1 | 0.3 | 0.1
CCOc1ccc(NC(=S)N2CCN(c3ccc(N4CCOCC4)nn3)CC2)cc1 | 0.4 | 0.9 | -275 | -79 | 11 | -10 | 8 | -0.8 | 1.0
CCc1ccccc1NC(=S)/N=C(\N)Nc1nc(C)c2cc(C)ccc2n1 | 0.9 | -0.8 | -48 | -6 | 55* | -12 | 54* | -0.8 | -0.1

Single records, as listed above.
CC(C)N1CCNCC1 across the screens: PERK inhibitor = 0.0; TRPN1 ag = 2.7; Calpain2 inh = -4; EP2 mod = -11&-3; BaF3 tox = 3; S1P4 antagonist = -6; Ba/F3 V617F tox = 2; S1P4 agonist = -1.7; TRPML3 agonist = 0.0
O=C(CN1C(=O)COc2ccc(S(=O)(=O)N3CCCC3)cc21)NC1CC1 across the screens: PERK inhibitor = 0.9; TRPN1 ag = -0.3; Calpain2 inh = 2; EP2 mod = -10; BaF3 tox = 4; S1P4 antagonist = -12; Ba/F3 V617F tox = 1; S1P4 agonist = 0.7; TRPML3 agonist = -0.3

(more compounds)
SMILES | PERK inhibitor | TRPN1 ag | Calpain2 inh | EP2 mod | BaF3 tox | S1P4 antagonist | Ba/F3 V617F tox | S1P4 agonist | TRPML3 agonist
COc1ccccc1/C=C/C(=O)NCC(=O)N/N=C/c1ccccc1[N+](=O)[O-] | 1.2 | -1.3 | 3 | -51 | 4 | -12 | -5 | 0.3 | 0.3
Cc1cc(=O)oc2cc(OCC(=O)OCC(=O)NC(C)C)ccc12 | 1.9 | 2.0 | -103 | 28 | 8 | 2 | 1 | -0.8 | 2.0
O=S(c1ccsc1)c1ccsc1 | 1.1 | 2.5 | 11 | 11 | 3 | -4 | -2 | -4.3 | 0.1
CCC(=O)NC(=S)Nc1ccc(NC(=S)NC(=O)c2ccc(C)cc2)cc1 | 0.4 | -0.5 | 25 | -25 | 0 | -11 | -4 | -0.4 | 0.9
Cc1ccc(-n2c([C@@H]3C[C@H]3c3ccccc3)n[nH]c2=S)cc1 | 0.7 | -1.2 | 20 | 16 | -3 | -6 | -2 | 4.7 | 0.1
O=S(=O)(NCc1ccncc1)c1ccc(Br)s1 | -0.6 | 14 | 1 | -3 | 62* | -5 | 47* | -0.9 | 5.4
